# Screening results from PubChem.
# SENP6 inh: SENP6 protease inhibition; inhibition, % at 10 µM; Q9GZR1; hit rate 1.8% among 330,000; AID 2599; Recombinant SENP6 catalytic domain, aminoluciferin luminescence;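 active means inhibition above about 50% at the single tested dose, limit read from the data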;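 further: plate controls were DMSO wells with enzyme for no effect and DMSO wells lacking enzyme for full effect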
# Target sequence (Q9GZR1 628-1112 limits assumed): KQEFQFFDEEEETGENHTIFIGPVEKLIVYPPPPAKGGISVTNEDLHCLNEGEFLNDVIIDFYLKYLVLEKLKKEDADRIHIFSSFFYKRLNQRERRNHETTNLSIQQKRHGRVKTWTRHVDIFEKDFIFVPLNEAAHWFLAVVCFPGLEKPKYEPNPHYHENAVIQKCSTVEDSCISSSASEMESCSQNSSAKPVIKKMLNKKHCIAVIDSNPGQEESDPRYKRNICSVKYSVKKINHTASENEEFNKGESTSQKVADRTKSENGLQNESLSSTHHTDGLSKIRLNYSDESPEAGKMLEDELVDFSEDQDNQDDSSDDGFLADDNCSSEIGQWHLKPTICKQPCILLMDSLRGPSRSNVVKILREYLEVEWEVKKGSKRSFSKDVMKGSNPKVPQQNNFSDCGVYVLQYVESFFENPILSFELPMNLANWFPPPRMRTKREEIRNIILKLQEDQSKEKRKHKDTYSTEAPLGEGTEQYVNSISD
# SENP7 block: inhibitors of human SENP7 protease; Q9BQF6; recombinant SENP7, Z-RLRGG-aminoluciferin luminescence, 40 min; inhibition, % at 5 µM; hit rate 1.5% among 330,000;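 active means inhibition above about 50% at the single test dose, limit read from the data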;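 further: plate controls were DMSO with enzyme for no effect and no enzyme buffer wells for full effect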
# SENP8 block-1: SENP8 protease inhibition; hit rate 1.2% among 330,000; purified SENP8, Z-RLRGG-aminoluciferin cleavage, luminescence; AID 2540; inhibition, % at 10 µM; Q96LD8; in the data active means inhibition above about 50%
# Target sequence (Q96LD8 whole entry, looked up): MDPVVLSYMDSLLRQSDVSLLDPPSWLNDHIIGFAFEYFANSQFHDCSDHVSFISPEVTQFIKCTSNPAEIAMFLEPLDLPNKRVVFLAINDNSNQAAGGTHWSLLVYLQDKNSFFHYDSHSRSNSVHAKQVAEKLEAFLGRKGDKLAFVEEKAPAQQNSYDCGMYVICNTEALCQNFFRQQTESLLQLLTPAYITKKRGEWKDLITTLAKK
# SENP1 inh: inhibitors of human SENP1 SUMO protease catalytic domain | recombinant SENP1 catalytic domain, CyPet-SUMO1-YPet FRET cleavage | hit rate 0.21% among 360,000 | inhibition, % at 10 µM;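 active means inhibition at least 30% at 10 µM, raw YFP signal under a set limit, fluorescence ratio 0.5 to 1.5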;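 further: 0% = enzyme with DMSO and 100% = no enzyme wells; some results filed as inactive read as strong as hits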
# Target sequence (Q9P0U3 419-644 limits assumed): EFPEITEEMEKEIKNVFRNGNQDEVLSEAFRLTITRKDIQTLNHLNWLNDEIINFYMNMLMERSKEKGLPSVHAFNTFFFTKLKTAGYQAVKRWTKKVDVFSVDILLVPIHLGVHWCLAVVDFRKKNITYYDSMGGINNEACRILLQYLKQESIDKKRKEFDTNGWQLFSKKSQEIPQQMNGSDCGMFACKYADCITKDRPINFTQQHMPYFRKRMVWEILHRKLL
#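 Test system: human SENP1 catalytic domain; medium: Tris pH 8 buffer plus EDTA, NaCl, BME, BSA, NP40, catalase; incubation: 50 min reaction at room temperature; technique: FRET, CFP and YFP emission; controls: no-enzyme low control and enzyme-plus-DMSO high control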
# SENP8 block-2: inhibitors of human SENP8 protease; recombinant SENP8, Nedd8 substrate fluorescence; inhibition, % at 20 µM; hit rate 0.64% among 360,000; AID 602440; in the data active means inhibition mostly above about 40%, no sharp cut-off; inactive means mostly below about 27%
# PfG6PD inh: PfG6PD (Plasmodium falciparum) enzyme inhibition; hit rate 0.78% among 350,000; inhibition, % at 20 µM; PfGluPho enzyme, NADPH resazurin-diaphorase fluorescence;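 active means inhibition reaching at least a set limit at 20 µM in the primary screen, cut at about 59% in these data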;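 further: 0% = DMSO wells with substrate and 100% = DMSO wells lacking glucose-6-phosphate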
# HKDC1 inhibitor: inhibitors of human hexokinase HKDC1; recombinant HKDC1, G6PDH/diaphorase resazurin coupled fluorescence; hit rate 0.16% among 340,000; inhibition, % at 20 µM;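 active means inhibition above about 35% when tested at 20 µM, limit read from the data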;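 further: plate controls were DMSO wells with enzyme for no effect and DMSO wells lacking enzyme for full effect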
#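 Incubation: 90 min at room temperature in dark / Material: recombinant HKDC1 (HK5) hexokinase enzyme, produced in-house / Quantity: enzyme 5 µg/mL final / Compound: one dose of 20 µM, 1% DMSO / Reagent: glucose and ATP substrates / Buffer or medium: Tris pH 8.0 buffer with MgCl2, Tween-20, BSA, BME / Technique: resorufin fluorescence at 613 nm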
# Apaf-1 inh: inhibitors of human Apaf-1 apoptosome; O14727; hit rate 0.71% among 330,000; reconstituted apoptosome caspase-3 activity, DEVD-Rh110 fluorescence; inhibition, % at 20 µM; active means inhibition of at least 40% at 20 µM;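 further: plate controls were DMSO wells for no effect and DEVD-CHO caspase inhibitor wells for full effect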
#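 Assay system – apoptosome proteins · Medium – Hepes buffer, pH 7.5 · Also added – cytochrome c with DEVD-Rh110 · Timing – 30 min compound preincubation, 50 min activation, room temperature · Detection – Rh110 fluorescence, excitation 480 nm, emission 540 nm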
# * marks the source's active call; other numbers are inactive results; nt = no result given.
# Values run as follows: SENP6 inh	SENP7 block	SENP8 block-1	SENP1 inh	SENP8 block-2	PfG6PD inh	HKDC1 inhibitor	Apaf-1 inh
> C/C(=N\NC(=O)C(=O)Nc1cc(Cl)ccc1Cl)c1ccncc1
    -2.9	-7.1	-7.0	-9.6	5.4	-22.1	-4.7	4.6
> O=C(COC(=O)/C=C/c1cccs1)NC(c1ccccc1)c1ccccc1
    -3.6	0.5	-5.0	4.2	4.9	-10.6	-8.2	-2.8
> COc1cccc(/C=N/Nc2nc(Nc3ccccc3)nc(-n3nc(C)cc3C)n2)c1O
    -11.9	12.4	-1.8	1.9	-3.0	6.2	-11.4	6.4
> O=C(NN1C(=O)C2C3C=CC(C4CC34)C2C1=O)c1ccc(Cl)cc1 (stereo not drawn)
    -18.5	12.6	-3.0	0.0	14.2	-0.8	-4.4	5.0
> CCOc1ccccc1CNC(=O)c1ccc(Sc2ccc(Cl)cc2)c(NC(C)=O)c1
    7.5	6.4	1.2	0.5	12.5	-2.8	-7.5	11.0
> CC(=O)Nc1cc2oc3ccccc3c2cc1[N+](=O)[O-]
    nt	nt	nt	7.3	15.4	3.5	-7.1	nt
> CNC(=O)CCCCCNS(=O)(=O)c1ccc(C)cc1
    -4.6	0.9	-3.1	0.5	7.0	-8.6	-3.9	-0.8
> Cc1ccc(S(=O)(=O)NC(=O)N2CCCC2)cc1
    nt	nt	nt	3.4	7.0	-24.1	12.1	nt
> CCN1CCN(c2nc3sc4c(c3c(=O)n2-c2ccc(OC)cc2)CCCCC4)CC1
    -9.5	-0.1	0.9	0.0	-5.3	-5.6	-2.7	11.9
> CC(NC(=O)CN1CCOCC1)c1ccc(F)cc1 (stereo not drawn)
    11.2	-0.9	9.4	1.8	18.2	-7.7	-2.7	-9.1
> O=C(Nc1ccc(Cl)cc1)N(Cc1nc2ccccc2c(=O)[nH]1)Cc1cccs1
    -25.0	-4.5	-10.2	1.0	2.3	21.1	0.6	9.8
> O=C(CCCC(=O)N/N=C/c1ccccc1C(=O)O)N/N=C/c1ccccc1C(=O)O
    -3.1	8.8	3.2	0.2	38.8	8.3	-4.7	-1.9
> CC(C)CN1CCC(CNC(=O)CCc2nnc(Cc3c[nH]c4ccccc34)o2)CC1
    -9.5	-10.4	-6.6	-1.1	6.0	-7.4	-4.0	10.3
> Cc1c(NC(=O)CCC(=O)N2CCCCC2)c(=O)n(-c2ccccc2)n1C
    5.1	-5.1	6.7	0.7	16.9	5.0	-7.3	0.3
> CN1CCc2c(sc(NC(=O)CS(=O)(=O)c3ccc(F)cc3)c2C(N)=O)C1
    -8.5	3.5	-4.9	-111.9	-56.4	-9.3	-7.6	3.2
> COC(=O)Nc1nncs1
    -29.7	-10.7	2.9	2.4	17.5	-1.2	-4.1	-7.6
> COc1ccccc1S(=O)(=O)Cc1ccc(C(=O)N2CCCC2)o1
    -2.7	4.7	0.2	4.2	12.2	-19.5	-3.1	-4.9
> NC(=O)c1nsc(C(=O)N(CC(=O)NCc2ccco2)c2ccccc2F)c1N
    -26.7	1.5	6.8	-15.6	-275.5	3.7	1.4	-6.7
> CCOc1ccc(-c2nnc(-c3ccccc3)n2-c2ccccc2)cc1
    -5.0	4.2	-2.8	1.8	13.9	-8.8	7.5	9.0
> CCSc1ccc(C(=O)Nc2ccc(Br)cn2)cc1[N+](=O)[O-]
    -4.9	-1.7	-4.3	2.4	11.2	11.2	-4.1	7.9
> Cc1ccc(C)c(NS(=O)(=O)c2ccc(NC(=O)c3ccco3)cc2)c1
    nt	nt	nt	1.3	8.6	0.4	1.4	nt
> N#C/C(=C(/O)CSc1n[nH]c(N)n1)c1nc2ccccc2[nH]1
    6.0	3.8	-2.5	-67.8	2.8	-9.9	4.7	-1.7
> COc1ccc(OCCC(=O)Nc2ccc(S(N)(=O)=O)cc2)cc1
    -5.4	0.2	2.2	3.4	13.7	2.0	4.7	0.2
> CN(C)S(=O)(=O)c1cccc(C(=O)N2CCN(C(=O)C3CCCO3)CC2)c1 (stereo not drawn)
    -8.5	-4.7	10.6	0.0	9.1	6.3	-5.6	-10.5
> Nn1c(SCC(=O)Nc2ccc3c(c2)OCCO3)nnc1-c1cccnc1
    6.0	-4.5	6.0	0.0	-5.6	4.2	-3.1	1.1
> COc1ccc(C(=O)NCC(=O)OCC(=O)c2ccc3c(c2)NC(=O)CO3)cc1OC
    -3.2	-1.8	0.0	2.1	-4.5	-12.4	-2.4	-6.0
> CCCCC[C@@H]1C=C(C(=O)O)[C@H](c2ccc(Cl)c(Cl)c2)N1S(=O)(=O)c1ccc(C)cc1
    0.4	-12.1	-8.6	2.0	-1.9	-7.7	8.5	14.9
> COc1ccccc1NC(=O)/C(=N/OCc1ccc(F)cc1)C(C)=O
    5.8	1.1	-1.8	-2.2	5.0	5.3	-4.9	0.3
> CCc1ccc(C(=O)COC(=O)c2cc([N+](=O)[O-])ccc2NCCO)cc1
    -19.4	-6.7	-9.5	0.1	-1.1	11.3	-3.2	3.0
> Oc1[nH]c2ccccc2c1OCc1ccncc1
    -1.2	7.7	-4.9	-1.6	15.1	-21.8	-5.0	0.2
> NS(=O)(=O)c1ccc(NC(=O)CCCCCN2C(=O)c3ccccc3C2=O)cc1
    -10.5	12.5	-16.2	0.3	7.9	1.1	-11.2	-4.3
> COc1ccc(OC)c(C2(O)CSC(=Nc3cccnc3)N2Cc2ccco2)c1 (stereo not drawn)
    -21.8	-5.8	1.6	0.5	2.4	14.6	-3.4	-9.7
> CCCCN(C(=O)c1cnccn1)c1c(N)n(CCC)c(=O)[nH]c1=O
    3.1	8.7	4.1	-16.1	-38.9	-1.2	-0.3	0.9
> CN(C(=O)CSc1cc(C(=O)c2nccn2C)c2ccccc2n1)c1ccccc1
    -14.7	0.7	-4.6	2.0	-2.3	-19.9	12.4	1.0
> O=C(O)CN(c1ccccn1)S(=O)(=O)c1ccc(Cl)cc1
    -12.6	3.8	-2.3	0.4	-379.1	-10.2	-1.8	-7.3
> O=C(CN1C(=O)NC2(CCCC2)C1=O)N1CCCSC1=Nc1ccccc1
    1.0	-2.3	3.8	3.7	-3.7	0.2	-4.3	-4.0
> Cc1sc(NC(=O)CCC(=O)O)c(C(N)=O)c1-c1ccccc1
    -12.5	8.0	-4.3	0.1	2.9	41.1	-2.7	11.9
> Cc1cc2c(c(=O)o1)C1(C(=O)N(C)c3ccccc31)C(C#N)=C(N)O2 (stereo not drawn)
    -4.8	0.0	-13.0	0.6	18.4	-0.3	-3.6	-0.7
> Cc1ccc(/C=C/C(=O)NC2CCS(=O)(=O)C2)cc1 (stereo not drawn)
    2.4	-7.5	-12.0	0.1	-0.8	-5.2	1.7	9.0
> O=C1Nc2ccccc2C1(O)Cc1ccccn1 (stereo not drawn)
    -9.3	9.1	2.2	3.7	9.7	-7.9	-4.0	-14.7
> Cc1cc(Nc2ccc(Cl)cc2)n2ncnc2n1
    4.9	-1.9	0.3	1.8	15.8	4.8	-3.3	-7.5
> Cc1ccc(S(=O)(=O)N2CCN(Cc3cc(=O)n4ccccc4n3)CC2)cc1C
    -6.3	2.7	1.7	-3.3	-116.7	1.4	-5.1	4.8
> CCOc1cc(/C=C2/NC(=O)N(Cc3ccccc3F)C2=O)ccc1O
    4.0	3.7	-2.0	-28.3	-428.0	-4.3	2.3	12.1
> Brc1ccc(C2Nc3cccc4cccc(c34)N2)s1
    nt	nt	nt	4.8	21.6	39.8	7.1	nt
> Cc1cc(Br)cn2ccnc12
    -1.1	4.9	4.4	-1.2	10.3	1.2	-5.1	-6.4
> O=S(=O)(Nc1ccc2c(c1)OCCO2)c1ccc2oc3ccccc3c2c1
    -9.7	-2.9	-1.0	-2.1	1.7	1.9	-0.2	14.0
> Cc1cnc(C(=O)OCC(=O)NC(C)CCc2ccccc2)cn1 (stereo not drawn)
    2.9	-3.7	4.1	-1.5	6.4	0.3	-9.0	-10.8
> O=C(CSc1ccc2nnc(CCNC(=O)c3ccccc3)n2n1)NCc1ccccc1
    -4.0	1.8	-1.8	1.4	-18.0	-2.9	7.5	6.0
> O=C(COC(=O)CCN1C(=O)c2ccccc2C1=O)Nc1ccccc1[N+](=O)[O-]
    -10.3	-7.4	1.2	4.1	12.3	-10.0	-3.4	-6.7
> COc1cccc(C2(O)C(=O)Nc3ccccc32)c1 (stereo not drawn)
    -20.5	3.2	-1.2	-1.0	9.3	-6.0	-1.0	0.8

# Record cards (already shown):
# Listed for Cc1cnc(C(=O)OCC(=O)NC(C)CCc2ccccc2)cn1 (stereo not drawn) = SENP6 inh = 2.9; SENP7 block = -3.7; SENP8 block-1 = 4.1; SENP1 inh = -1.5; SENP8 block-2 = 6.4; PfG6PD inh = 0.3; HKDC1 inhibitor = -9.0; Apaf-1 inh = -10.8
# Listed for Cc1cc(Br)cn2ccnc12 = SENP6 inh = -1.1; SENP7 block = 4.9; SENP8 block-1 = 4.4; SENP1 inh = -1.2; SENP8 block-2 = 10.3; PfG6PD inh = 1.2; HKDC1 inhibitor = -5.1; Apaf-1 inh = -6.4

# Additional records follow.
# Values run as follows: SENP6 inh	SENP7 block	SENP8 block-1	SENP1 inh	SENP8 block-2	PfG6PD inh	HKDC1 inhibitor	Apaf-1 inh
> Cc1cccc(CC(C)NC(=O)CCc2nnc(CCCCc3ccccc3)o2)n1 (stereo not drawn)
    10.7	-0.5	-1.9	0.6	1.1	-1.2	0.1	-4.4
> O=C(O)Cc1ccc2[nH]c3ccc(CC(=O)O)cc3c2c1
    -0.2	2.1	8.3	2.9	-55.6	-8.8	5.5	-8.8
> COCCCNCCOc1ccc(C)cc1[N+](=O)[O-]
    -9.7	0.7	-0.6	2.0	9.7	-9.0	-1.1	-15.5
> CCc1nc(N2CCCC(C)C2)c2oc3ccccc3c2n1 (stereo not drawn)
    -4.7	0.3	3.2	0.8	-63.7	5.8	-4.3	5.9
> Cc1cc(C)c(S(=O)(=O)N2CCCCC2)c(C)c1N(C)S(=O)(=O)c1ccccc1
    -21.1	-0.5	10.7	-0.4	5.7	2.0	-3.2	5.6
> COc1ccc(C(=O)Cn2cnc3ccccc3c2=O)cc1
    -11.9	-1.4	3.5	1.3	14.6	0.9	2.7	-2.6
> COc1ccccc1C(=O)Nc1ccnn1C1CCN(C(C)CSC)CC1 (stereo not drawn)
    -6.3	-0.1	-1.3	-57.2	-5.9	3.0	-2.2	5.5
> Cc1cc(N2CCN(S(=O)(=O)Cc3ccccc3)CC2)n2ncnc2n1
    5.6	9.3	-3.4	0.5	11.1	-3.5	-4.6	-15.5
> C1=C(CCNc2ncnc3c2[nH]c2ccccc23)CCCC1
    nt	nt	nt	-28.3	-212.4	16.7	-2.2	nt
> Cc1[nH]c2ccccc2c1C(=O)C(=O)N1CC=C(c2ccccc2)CC1
    -2.5	-2.9	-2.4	1.5	0.5	-19.8	14.9	11.1
> Cc1c(OCC(=O)N2CCC(C(N)=O)CC2)ccc2c3c(c(=O)oc12)CCCC3
    -1.6	3.0	3.9	-1.6	-168.1	-4.5	-3.7	-0.5
> Cc1nnc(N(C)C(=O)Cc2ccc3c(c2)OCO3)s1
    -5.5	-4.4	-2.9	1.4	-5.4	3.2	-4.5	-4.8
> CCn1nc(C)c(C2C(C#N)=C(N)OC3=C2C(=O)CC(C)(C)C3)c1C (stereo not drawn)
    4.1	-0.9	-4.4	-0.7	15.4	-23.1	8.9	-5.9
> COc1ccc(-n2c(COc3cccc(C)c3)nnc2SCC(=O)NCc2ccco2)cc1
    -0.8	5.5	5.1	0.8	2.1	2.6	-0.2	19.3
> O=S(=O)(c1ccccc1)N(CC1CO1)c1cc(Cl)ccc1Cl (stereo not drawn)
    16.4	4.2	0.8	0.4	0.8	-19.6	6.3	3.2
